TPT1 inhibitor: Candida albicans TPT1 enzyme inhibitors, primary screen, biochemical, fluorescence polarization; tRNA 2'-phosphotransferase TPT1 (Candida albicans SC5314); recombinant caTPT1, FP RNA substrate dephosphorylation; inhibition, % at 5 µM; 300,000 compounds, 0.81% hits;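 active means inhibition above the mean of all tested compounds plus 3 SD, set per screening campaign, cut at about 24% in these data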;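 further: plate controls were DMSO alone for no effect and ferristatin control at 100 nM for full effect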
procasp7 counter: procaspase-7 activators, primary screen, counter-screen for procaspase-3 activator project, biochemical, absorbance, HTS, human; activation, % at 8.5 µM; Caspase-7 (Homo sapiens), P55210; AID 463210, 2010; 330,000 compounds, 0.093% hits; recombinant procaspase-7, Ac-DEVD-pNA absorbance 405 nm; D23A/D198A/D206A triple mutant, cannot self-cleave; scale: DMSO 0, 5 µM enzyme 100;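 active means percent activation above the screen-wide mean plus 3 SD, cut at about 25% in these data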
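buffer or medium = Zinc-free HEPES/NaCl buffer, pH 7.4 | material = Procaspase-7 triple mutant (PC-7 D3A) | input = 2 µM procaspase-7 mutant as dispensed | signal = Epi-absorbance of released pNA at 405 nm, two timepoints | timing = 1 h preincubation, 2 h reaction | replicates = singlicate compound testing | evaluation = % activation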
core dimer inh: inhibitors of HCV core protein dimerization, primary screen, biochemical, TR-FRET, high-throughput; TR-FRET GST/Flag-core106 dimerization, 1536-well; inhibition, % at 5 µM; 300,000 compounds, 0.33% hits; AID 1899, 2009;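 active means inhibition above the mean of all tested compounds plus 3 SD, set per screening campaign, cut at about 45% in these data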
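Assay system: GST-tagged and Flag-tagged HCV core protein residues 1-106 / Times: compound-protein-antibody incubation 4 h at 22.5 °C / Signal: time-resolved FRET, ex 340 nm, em 617 and 671 nm / Evaluation: % inhibition based on acceptor/donor emission ratio / Benchmarks: wells lacking GST-core106 and wells with excess unlabelled core106 / Repeats: singlicate, one well per compound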
GASC-1 inh: inhibitors of GASC-1 histone demethylase, primary screen, biochemical, fluorescence, DELFIA europium; Lysine-specific demethylase 4C (Homo sapiens), Q9H3R0; inhibition, % at 2.35 µM; AID 2099, 2009; GST-JMJD2C(1-420) H3K9me3 demethylation; 330,000 compounds, 0.069% hits;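 active means more than half of a compound's replicate wells show inhibition beyond 50%, single wells judged on their own value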;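 further: signal counts dimethyl H3K9 product captured on neutravidin plate; 0% = median of DMSO wells and 100% = 0.3 times that DMSO median; strong numbers were not always called active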
Target sequence (Q9H3R0 1-420 limits assumed): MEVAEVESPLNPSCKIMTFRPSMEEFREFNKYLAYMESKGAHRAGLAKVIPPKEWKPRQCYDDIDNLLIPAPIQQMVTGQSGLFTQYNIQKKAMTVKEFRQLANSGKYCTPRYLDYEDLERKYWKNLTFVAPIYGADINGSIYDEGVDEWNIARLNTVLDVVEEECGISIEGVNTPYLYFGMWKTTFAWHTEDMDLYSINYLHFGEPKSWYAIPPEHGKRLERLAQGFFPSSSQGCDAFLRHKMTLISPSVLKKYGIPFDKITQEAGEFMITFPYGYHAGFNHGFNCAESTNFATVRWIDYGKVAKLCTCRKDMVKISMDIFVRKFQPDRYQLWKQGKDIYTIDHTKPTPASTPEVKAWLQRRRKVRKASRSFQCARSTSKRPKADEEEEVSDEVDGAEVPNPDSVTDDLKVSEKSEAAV
Efflux pump inh: inhibitors of Candida efflux pumps in yeast, primary screen, S. cerevisiae, Nile Red, multiplex; inhibition, % at 10 µM; 330,000 compounds, 0.44% hits; S. cerevisiae Candida pump triplex;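 active means plate passing quality check with inhibition over a set limit, or well fluorescence over plate mean plus 4 SD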;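 further: Nile Red retained in pooled yeast measured as flow cytometry median fluorescence; 0% = buffer negative control and 100% = Enniatin B positive control; higher means more Nile Red kept so more efflux inhibition; some compounds called inactive have numbers as strong as hits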
PP5 inh: PP5 phosphatase inhibitors, primary screen, biochemical, fluorescence; Serine/threonine-protein phosphatase 5 (Homo sapiens), P53041; purified PP5c, OMFP substrate fluorescence; inhibition, % at 6.7 µM; 320,000 compounds, 0.18% hits;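 active means inhibition above the campaign's mean inhibition across all tested compounds plus 3 SD, cut at about 9.5% in these data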;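 further: 0% = DMSO only and 100% = 100 µM cantharidin control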
Target sequence (P53041 whole entry, looked up): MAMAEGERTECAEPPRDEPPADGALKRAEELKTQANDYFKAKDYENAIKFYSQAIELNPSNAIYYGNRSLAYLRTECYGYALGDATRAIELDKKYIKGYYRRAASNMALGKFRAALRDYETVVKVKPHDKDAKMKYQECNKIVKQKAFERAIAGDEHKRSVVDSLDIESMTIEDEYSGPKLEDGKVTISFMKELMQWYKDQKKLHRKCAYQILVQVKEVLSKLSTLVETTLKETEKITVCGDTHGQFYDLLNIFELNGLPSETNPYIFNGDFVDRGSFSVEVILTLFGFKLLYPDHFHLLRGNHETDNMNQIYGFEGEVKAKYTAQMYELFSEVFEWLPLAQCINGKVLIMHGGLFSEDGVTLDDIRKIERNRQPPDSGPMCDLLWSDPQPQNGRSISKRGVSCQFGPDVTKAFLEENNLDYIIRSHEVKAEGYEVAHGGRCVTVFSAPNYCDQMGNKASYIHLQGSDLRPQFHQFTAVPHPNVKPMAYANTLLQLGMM
PP1 inh: PP1-alpha phosphatase inhibitors, primary screen, counter-screen for PP5 inhibitor project, biochemical, fluorescence, OMFP substrate, single point; purified PP1alpha; inhibition, % at 6.7 µM; AID 2235, 2010; 320,000 compounds, 0.9% hits; Serine/threonine-protein phosphatase PP1-alpha catalytic subunit (Homo sapiens), P62136;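 active means inhibition above the mean inhibition of all tested compounds plus 3 SD, computed separately for each screening campaign, cut at about 15% in these data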
procasp3 activ: activators of human procaspase-3 D3A mutant, primary screen, biochemical, absorbance, PC-3 D3A mutant, single concentration. activation, % at 8.5 µM. 330,000 compounds, 0.11% hits. Caspase-3 (Homo sapiens), P42574. recombinant procaspase-3 D3A, Ac-DEVD-pNA absorbance 405 nm;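 active means activation above the mean of all tested compounds plus 3 SD, cut at about 21% in these data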;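 further: 0% = DMSO alone and 100% = DMSO wells spiked with extra 5 µM PC-3 D3A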
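System: Procaspase-3 D3A mutant. Medium: Zinc-free 300 mM NaCl, 50 mM HEPES, 0.01% Triton X-100. Schedule: 1 h preincubation plus 2 h reaction at 25 °C. Measured by: 405 nm absorbance of p-nitroaniline, reads at 0 and 120 min. Read-out: percent activation relative to control range.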
CTSL1 counter: Fasciola hepatica cathepsin L1 inhibitors, primary screen, counter-screen for PFM18AAP inhibitor project, biochemical, QFRET, fluorogenic peptide substrate; inhibition, % at 5.96 µM; recombinant F. hepatica cathepsin L1, Z-Leu-Arg-MCA fluorescence; 300,000 compounds, 0.49% hits;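 active means inhibition above the mean of all tested compounds plus 3 SD, set per screening campaign, cut at about 17% in these data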;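 further: 0% = plate median of test compound wells and 100% = 1 µM Z-Phe-Ala-diazomethylketone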
Starred values were filed as active, the others as inactive; . = not tested or not shown.

SMILES | TPT1 inhibitor | procasp7 counter | core dimer inh | GASC-1 inh | Efflux pump inh | PP5 inh | PP1 inh | procasp3 activ | CTSL1 counter
C=CCC1NCCc2c(Br)cccc21 (stereo unspecified) | -5 | 1 | -3 | 6 | -0.3 | 2.9 | 1 | 3 | 1
N#Cc1c(N)c2ccccn2c1C(=O)c1ccc(Br)cc1 | 0 | 2 | 6 | 1 | 0.0 | 4.4 | -2 | 3 | 2
O=C(/C(=C(\O)c1ccccc1)c1ncc[nH]1)c1ccccc1 | -1 | 0 | 2 | -3 | 0.0 | 1.1 | -4 | 6 | 6
COc1ccc(NC(=O)c2ccccc2SC)cc1 | -1 | -4 | -17 | -1 | 0.2 | 0.1 | 1 | 2 | 5
COc1cccc(C(c2c(NC(=O)c3ccco3)sc(C)c2C)N2CCOCC2)c1 (stereo unspecified) | . | 3 | . | . | 0.3 | 1.3 | 0 | 3 | .
CCN1CCN(c2c(Cl)cccc2NC(=O)c2cccs2)CC1 | -2 | 8 | -5 | -34 | -0.7 | 3.9 | 1 | 0 | -2
N#Cc1c(C(F)(F)F)cc(-c2ccc(Cl)cc2)[nH]c1=O | 0 | 7 | 8 | 0 | -0.1 | 2.4 | 0 | -1 | 6
CCc1ccc(NC(=O)CN2C(=O)CSC2=O)cc1 | 2 | -1 | -2 | -8 | 0.0 | 1.4 | -3 | -4 | -2
COc1cc(NC(=O)Cc2ccccc2)ccc1NC(=O)Cc1ccccc1 | -1 | 11 | -1 | 11 | 0.0 | 1.3 | 2 | 1 | 1
CC1CCN(C(=O)c2ccc(CNS(=O)(=O)c3ccc(C(C)(C)C)cc3)cc2)CC1 | . | 3 | . | -8 | -0.2 | . | . | 10 | .
COc1ccc(OC)c(C2=NOC(C(=O)NCC3CCCO3)C2)c1 (stereo unspecified) | 0 | 11 | 4 | -4 | 0.2 | -1.3 | -4 | 8 | 1
O=C(CN1C(=O)/C(=C\c2cccc(Cl)c2)Sc2ccccc21)NCCCN1CCOCC1 | 3 | 0 | 2 | 1 | 0.1 | 2.5 | 1 | -7 | 3
CC1CN(C(=O)COC(=O)[C@@H]2CC(O)CN2S(=O)(=O)c2ccc3c(c2)OCCO3)CC(C)O1 (stereo partly specified) | 1 | 7 | -3 | 0 | 0.0 | -1.7 | -2 | 3 | -2
CC(C)CN(CC(C)C)C(=O)C12CCC(C)(C(=O)O1)C2(C)C (stereo unspecified) | 1 | 4 | -5 | 4 | 0.3 | 4.3 | -2 | 3 | 1
CC[C@]12c3[nH]c4ccccc4c3CCN1C(=O)C(CC(=O)NCc1cccc(C(F)(F)F)c1)C[C@@H]2C(=O)N1CCN(C(=O)C2CC2)CC1 (stereo partly specified) | . | 5 | . | -32 | 0.2 | . | . | 1 | .
CCC(C)c1ccc(O)c(NC(=S)NC(=O)c2cccnc2)c1 (stereo unspecified) | 0 | -12 | 1 | -13 | 0.0 | 1.1 | -1 | 3 | -3
CCN(CC)CCCNC(=O)c1cc2nc3c(c(C(F)(F)F)n2n1)CCc1ccccc1-3 | -2 | -3 | 0 | -37 | 0.2 | 3.5 | -2 | 5 | 5
CN1CCN(S(=O)(=O)c2ccc(NS(=O)(=O)c3ccccc3)cc2)CC1 | 2 | 3 | -10 | 0 | -0.5 | 1.6 | -1 | 0 | -2
Cc1ccc(Cl)cc1-c1ccc(/C=N/n2cnnc2)o1 | -4 | -7 | -5 | -1 | 0.0 | -8.7 | -5 | -12 | 16
CCOC(=O)N1CCN(CC(=O)N2c3ccccc3CCc3ccccc32)CC1 | 4 | -6 | -1 | 5 | 0.0 | 2.1 | 2 | -8 | -1
CNS(=O)(=O)c1cccc(C(=O)OCc2csc(-c3ccccc3)n2)c1 | 0 | -3 | -2 | 1 | 0.1 | 5.6 | 0 | 3 | 0
Cc1ccc(S(=O)(=O)NCCNc2ccc([N+](=O)[O-])cc2)cc1 | -2 | -20 | -7 | 7 | -0.1 | 1.8 | -1 | -1 | 3
Cc1ccc(C)c(N2CCN(C(=O)CCNC(=O)Cn3ccc4ccccc4c3=O)CC2)c1 | 0 | 4 | -1 | 2 | -0.1 | 1.9 | -6 | 4 | 0
O=C1CC(N2CCC(c3nc4ccccc4o3)CC2)C(=O)N1c1ccc(Cl)c(C(F)(F)F)c1 (stereo unspecified) | -4 | -11 | 3 | 3 | -0.1 | 4.3 | 0 | 2 | 7
O=S(=O)(c1ccc(Cl)c(NC(=S)N/N=C/c2c(F)cccc2F)c1)N1CCOCC1 | -1 | -4 | 14 | 17 | -0.1 | 3.9 | 0 | -6 | -2
CC(C)(C)C(=O)NC(=S)NCCc1ccccc1 | -2 | 3 | -5 | 3 | -0.1 | 2.0 | 1 | -2 | 0
CN(CC(=O)NCCc1ccc(S(N)(=O)=O)cc1)CC(=O)Nc1ccccc1Cl | . | 5 | . | -6 | -0.2 | -1.1 | 0 | -5 | .
OCCN1CCN(c2nc(-c3ccccc3)c3cc(Br)ccc3n2)CC1 | 0 | -18 | -7 | -17 | 0.3 | 1.6 | 0 | -13 | 4
Cc1[nH]n(-c2ccccc2)c(=O)c1N=Nc1ccc(C#N)cc1 | -1 | 1 | -9 | 2 | 0.1 | 2.0 | -3 | -3 | 1
CN(c1cccc(Cl)c1)S(=O)(=O)c1cccc(C(=O)NN2CCOCC2)c1 | . | -7 | . | 1 | -0.1 | 2.6 | 2 | -4 | .
Cc1ccsc1CNCC(O)c1ccccc1 (stereo unspecified) | 1 | 6 | 3 | 11 | 0.0 | 0.4 | 1 | 6 | 3
Cc1ccccc1C(=O)Nc1ccc(S(=O)(=O)N2CCN(C)CC2)cc1 | -1 | 2 | -4 | -4 | 0.1 | -1.7 | 1 | 6 | 0
O=C1CSC(c2cccnc2)N1CC1CC1 (stereo unspecified) | -1 | 7 | -2 | -9 | -0.1 | 1.1 | -2 | 1 | -7
COc1ccc(CCNC(=O)c2ccc(=O)[nH]c2)cc1OC | 1 | -1 | 2 | -2 | 0.6 | -0.1 | -2 | 6 | 4
COc1ccccc1-c1n[nH]c(=S)n1N | 3 | -4 | -8 | -9 | 0.2 | -2.4 | -4 | -9 | -2
O=C1CCCN2N=C(SCC(=O)Nc3ccc(Cl)cc3)SC2=N1 | 1 | -5 | -5 | 20 | 0.0 | 1.3 | 3 | 3 | 2

Molecules shown so far containing a furan ring, fused or not (2):
SMILES | TPT1 inhibitor | procasp7 counter | core dimer inh | GASC-1 inh | Efflux pump inh | PP5 inh | PP1 inh | procasp3 activ | CTSL1 counter
COc1cccc(C(c2c(NC(=O)c3ccco3)sc(C)c2C)N2CCOCC2)c1 (stereo unspecified) | . | 3 | . | . | 0.3 | 1.3 | 0 | 3 | .
Cc1ccc(Cl)cc1-c1ccc(/C=N/n2cnnc2)o1 | -4 | -7 | -5 | -1 | 0.0 | -8.7 | -5 | -12 | 16

Additional results:
SMILES | TPT1 inhibitor | procasp7 counter | core dimer inh | GASC-1 inh | Efflux pump inh | PP5 inh | PP1 inh | procasp3 activ | CTSL1 counter
CCN(CC)c1ccc(-c2sc(Nc3ccccc3)n[n+]2-c2ccc(F)cc2)cc1 | 95* | -15 | -12 | 19 | 0.6 | 3.8 | 17* | -10 | 0
O=C(CSc1nccn1Cc1ccco1)Nc1cccc(F)c1 | -1 | 5 | 8 | 0 | 0.1 | -1.4 | -5 | -5 | 1
CC(C)[C@H](NS(=O)(=O)c1ccccc1)C(=O)OCC(=O)NC1CCCCC1 | . | 0 | . | 3 | -0.1 | . | . | 10 | .
CCOC(=O)c1cc2occc2n1Cc1c(F)cccc1Cl | 11 | 11 | 11 | -2 | 0.1 | -0.1 | -2 | 4 | 1
COCCNc1c2c(c(C#N)c3nc4ccccc4n13)CCCC2 | 1 | 4 | 0 | 116 | -0.1 | 2.2 | -3 | 0 | 2
Cc1noc(NS(=O)(=O)c2ccc(NC(=O)CCN3C(=O)c4ccccc4C3=O)cc2)c1C | -3 | -4 | -2 | -10 | 0.0 | -0.9 | -3 | -5 | -4
CCOC(=O)C1=C(C)N(C)C(C)=C(C(=O)OCC)C1c1ccccn1 | -3 | 0 | 2 | 1 | 0.1 | 3.9 | -4 | -9 | -4
CN(C)c1ccc(/C=C/C(O)=C2/C(=O)N(C)C3(C)CC2c2ccccc2O3)cc1 (stereo unspecified) | 188* | -61 | 14 | 9 | 0.1 | 4.8 | 4 | -60 | 1
CCOC(=O)N1CCC(N2CCN(S(=O)(=O)c3ccc4ccccc4c3)CC2)CC1 | -2 | -7 | 5 | 0 | 0.0 | 4.2 | 8 | 1 | -4
CCCCN1C(=O)c2ccc(C(=O)OCC(=O)N3CCN(c4ccccc4)CC3)cc2C1=O | . | 12 | . | -1 | 0.0 | 0.2 | 0 | 8 | .
CCOC(=O)Cn1ccc(O)c(Cc2ccc(Cl)cc2Cl)c1=O | -4 | -1 | 0 | 4 | -0.2 | -3.0 | -2 | -6 | 0
CCOc1ccc(Nc2nc3ccccc3n2C)cc1 | 4 | 5 | -2 | 13 | 0.0 | 1.9 | -1 | -1 | -1
CC(C)CCNC(=O)CSc1nc2ccccc2s1 | -5 | 5 | -3 | 3 | 0.0 | -0.4 | 2 | 1 | 0
CCS(=O)(=O)N1CCN(S(=O)(=O)c2ccc3c(c2)OCCO3)CC1 | 0 | -4 | -9 | -41 | 0.8 | 0.9 | 2 | -2 | 3
O=C(Nc1ccccc1C(=O)NC1CCCC1)NC1CCCC1 | 0 | 5 | 10 | 0 | -0.1 | -2.3 | 0 | 1 | 0
CN(C(=O)CSc1nnc(-c2ccccc2F)o1)c1ccccc1 | 1 | 3 | -1 | 2 | 0.0 | 2.8 | 1 | -1 | 7
CC1(C)CC(=O)C(C(O)c2ccc([N+](=O)[O-])cc2)C(C)(C)N1 (stereo unspecified) | 1 | 2 | 17 | 15 | -0.1 | 2.3 | -2 | 4 | 5
COc1ccc(NC(=O)C(Sc2nnc3ccccn23)c2ccccc2)cc1Cl (stereo unspecified) | 2 | 1 | 12 | 2 | 0.0 | -0.7 | 1 | 4 | 2
COc1cccc(N(CC(=O)N/N=C(\C)c2cccs2)S(C)(=O)=O)c1 | -3 | 6 | -3 | -3 | -0.1 | 0.4 | 1 | -2 | -4
